Screens as filed in PubChem.
RECQ1 inh = RECQ1 (human) helicase inhibition; RECQ1 DNA unwinding, red fluorescence kinetic read; P46063; hit rate 0.54% among 240,000; Potency, µM (top dose mostly 57.3 µM), for the others: at the top dose activity, negative = inhibition, usual class: inhibitors;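 note: plate controls were vehicle for no effect and no enzyme for full effect; nearly all actives have a fitted effect of over 30% in size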
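50 nM RECQ1T1 preincubated 15 min with compound in Tris pH 8.0 buffer with MgCl2, DTT, Tween-20 and 2.5 ug/ml poly(dI-dC); started with 200 nM TAMRA/BHQ-2 forked duplex and 2 mM ATP. Unwinding read as fluorescence (525/598 nm), two reads 2 h apart.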
L3MBTL1 inh = blocks human L3MBTL1; AlphaScreen L3MBTL1–H3K9me1 peptide binding; Potency, µM (doses to about 57.1 µM), for inactives: at the highest dose activity, negative = inhibition, actives largely listed as inhibitors; hit rate 0.66% among 230,000; AID 485360; note: % is set by controls: 0 for no effect and ±100 for the full control effect; nearly all actives have a fitted effect of over 60% in size
Target sequence (Q9Y468 whole entry, looked up): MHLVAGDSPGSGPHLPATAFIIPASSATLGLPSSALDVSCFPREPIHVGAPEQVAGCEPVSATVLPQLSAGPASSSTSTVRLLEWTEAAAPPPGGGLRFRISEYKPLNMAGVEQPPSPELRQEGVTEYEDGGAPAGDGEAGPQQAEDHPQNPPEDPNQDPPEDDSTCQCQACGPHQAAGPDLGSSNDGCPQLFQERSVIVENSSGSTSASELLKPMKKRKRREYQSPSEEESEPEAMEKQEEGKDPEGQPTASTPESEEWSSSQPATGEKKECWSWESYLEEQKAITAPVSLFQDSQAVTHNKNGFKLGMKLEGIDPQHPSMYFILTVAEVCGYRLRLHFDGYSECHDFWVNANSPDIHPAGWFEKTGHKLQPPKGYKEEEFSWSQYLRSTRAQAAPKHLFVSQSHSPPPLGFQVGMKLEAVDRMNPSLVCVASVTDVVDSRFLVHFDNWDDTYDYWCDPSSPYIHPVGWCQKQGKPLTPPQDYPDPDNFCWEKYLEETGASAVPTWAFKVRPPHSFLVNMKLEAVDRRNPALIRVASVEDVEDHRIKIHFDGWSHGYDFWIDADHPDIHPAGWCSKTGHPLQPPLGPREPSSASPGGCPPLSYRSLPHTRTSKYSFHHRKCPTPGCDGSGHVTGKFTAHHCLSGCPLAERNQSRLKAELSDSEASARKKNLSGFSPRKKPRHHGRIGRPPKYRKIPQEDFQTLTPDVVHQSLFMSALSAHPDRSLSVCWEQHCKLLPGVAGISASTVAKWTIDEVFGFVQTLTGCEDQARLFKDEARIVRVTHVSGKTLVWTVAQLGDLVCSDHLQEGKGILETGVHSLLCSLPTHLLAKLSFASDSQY
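AlphaScreen assay: L3MBTL1 (50 nM final) was preincubated 30 min at room temperature with biotinylated H3(1-15)K9me1 peptide (75 nM final), then 30 min with library compounds; streptavidin donor and nickel chelate acceptor beads (10 ug/mL final) added, 30 min dark.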
SMN2 splice enh = SMN2 splice variant enhancement. AID 1458. Potency, µM (doses to about 46.1 µM), without a hit: at the highest dose activity change, positive = activation, actives largely listed as activators. HEK293 SMN2-luciferase splicing reporter, luminescence, 30-36 h. hit rate 2.8% among 210,000; note: % of control where 0% means no effect; nearly all actives have a fitted effect of over 55% in size
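qHTS luciferase splicing reporter: luminescence rises when SMN2 exon 7 is included in transfected HEK293 cells. Compound exposure lasted 30-36 h at 37C, with 4.5 mM final sodium butyrate as control, followed by a ONE-Glo read.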
Tau ThT inhib = tau fibrillization inhibition (ThT binding); P10636; recombinant tau K18 P301L, heparin-induced fibrillization, ThT fluorescence; Potency, µM (doses to about 57.4 µM), without a hit: top-dose activity, negative = inhibition, actives largely listed as inhibitors; hit rate 2.1% among 270,000; AID 1460; note: % is set by controls: 0 for no effect and ±100 for the full control effect; nearly all actives have a fitted effect of over 55% in size
Target sequence (P10636 561-689 P618L limits assumed): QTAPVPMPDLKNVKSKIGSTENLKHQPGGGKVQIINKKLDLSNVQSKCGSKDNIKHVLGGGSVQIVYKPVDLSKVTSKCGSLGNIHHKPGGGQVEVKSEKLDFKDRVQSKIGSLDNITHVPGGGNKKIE
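ThT emission at 510 nm, taken 1 hr after adding 30 uM dye, quantifies aggregates formed when 20 uM heparin acts on human tau K18 P301L for 6 hr at 37 C.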
ALDH1A1 block = blocks purified human ALDH1A1 activity. Purified ALDH1A1, NADH fluorescence, propionaldehyde substrate. AID 1030. P00352. Potency, µM (highest dose often 75.3 µM), inactives show at the highest dose activity, negative = inhibition, most hits filed as inhibitors. hit rate 7.3% among 220,000; active = well fitted inhibition curve with a large enough effect, not every such curve was filed as active; inconclusive = small, poorly fitted or top-dose-only effect, or another doubt; inactive = no such curve, though single readings can be large or run the other way;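 note: plate controls were no enzyme wells and a reference inhibitor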
LMNA splice mod = modulators of lamin A splicing; HeLa LMNA splicing GFP/RFP minigene ratio, 48 h; Potency, µM (doses to about 46.1 µM), inactives show top-dose ratio change, negative = inhibition, usual class: inhibitors; hit rate 0.01% among 200,000; active = well fitted inhibition curve with a large enough effect in the signal ratio, with a control signal flat, not every such curve was filed as active; inconclusive = small, poorly fitted or top-dose-only effect, or effect the other way, or a change in a side signal; the % refers to the signal ratio; note: % is set by controls: 0 for no effect and ±100 for the full control effect
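S3 HeLa stable clones carrying a lamin A-EGFP splicing minigene plus DsRed2 were seeded at 600 cells/well in Opti-MEM with 2% FBS, pin-dosed and incubated 48 h at 37°C. Acumen cytometry (488 nm) gave the GFP/RFP total-intensity ratio.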
KDM4E inh = inhibitors of human JMJD2E histone demethylase. B2RXH2. Potency, µM (series often up to 57.1 µM), inactives show at the top dose activity change, negative = inhibition, actives largely listed as inhibitors. AID 2147. hit rate 1.6% among 230,000. JMJD2E catalytic domain, FDH-coupled NADH fluorescence (FDH is formaldehyde dehydrogenase); active = well fitted inhibition curve with a large enough effect, not every such curve was filed as active; inconclusive = small, poorly fitted or top-dose-only effect, or another doubt; inactive = no such curve, though single readings can be large or run the other way;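 note: 0% = wells with enzyme and -100% = buffer wells without enzyme; nearly all actives have a fitted effect of over 50% in size; many of its hits are not listed in these tables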
KinaseGlo FLuc = blocks Kinase-Glo luciferase, a counter-screen artifact; Kinase-Glo luciferase, ATP luminescence, 8 min; Potency, µM (top dose mostly 38.3 µM), inactives show top-dose activity change, negative = inhibition, most hits filed as inhibitors; hit rate 0.28% among 200,000; note: % is set by controls: 0 for no effect and ±100 for the full control effect; nearly all actives have a fitted effect of over 60% in size
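Compound is pinned into ATP-containing buffer (10 uM ATP, imidazole pH 7.2, 7 mM MgCl2). Kinase-Glo luciferase reagent is then added. Light output is recorded following an 8-min room-temperature incubation.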
* = called active by the depositor; & = joins results of further samples; [ ] = remark or other dose. Unless noted, calls come from the whole dose curve; as a rule, active = well fitted curve in the direction sought with a large enough effect; inconclusive = small, poorly fitted or top-dose-only effect, or another doubt; inactive = no such curve, though single readings can be large; an effect the other way counts as inactive or inconclusive. Potency is the fitted concentration of half-maximal effect. A portion of the library; the hit share may differ from the screen's.

Screening NS(=O)(=O)c1ccc(N2N=C(c3ccccc3)CC2c2ccc(F)cc2)cc1 (configuration not stated) returned RECQ1 inh -2%, L3MBTL1 inh 61%[activator], SMN2 splice enh 22%, Tau ThT inhib inconclusive, ALDH1A1 block inconclusive, LMNA splice mod inconclusive, KDM4E inh inconclusive and KinaseGlo FLuc 5%.
For COc1ccc(Cn2cc(F)c(=O)n(CCC(C)C)c2=O)cc1[N+](=O)[O-] the results were RECQ1 inh -12%, L3MBTL1 inh -11%, SMN2 splice enh -3%, Tau ThT inhib -8%, ALDH1A1 block inconclusive, LMNA splice mod -1%, KDM4E inh -7% and KinaseGlo FLuc 3%.
For CC1=NN(c2ccccc2)C(=O)C1C(=O)c1cc([N+](=O)[O-])cc([N+](=O)[O-])c1 (configuration not stated) the results were RECQ1 inh 0%, SMN2 splice enh 19%, Tau ThT inhib inconclusive, ALDH1A1 block inconclusive, LMNA splice mod -8%[46 µM], KDM4E inh inconclusive and KinaseGlo FLuc 0%.
For O=Cc1ccccc1OS(=O)(=O)c1ccccc1 the results were RECQ1 inh -8%, L3MBTL1 inh 9%, SMN2 splice enh 4%, Tau ThT inhib -8%, ALDH1A1 block 13µM*, LMNA splice mod 0%, KDM4E inh 0% and KinaseGlo FLuc -1%.
Screening O=Cc1ccc(-c2ccccc2OC(F)(F)F)o1 returned RECQ1 inh 2%, SMN2 splice enh -10%, Tau ThT inhib -7%, ALDH1A1 block -5%, LMNA splice mod 10%, KDM4E inh 1% and KinaseGlo FLuc -7%.
`Nc1cc2nn(-c3ccccc3)nc2cc1Cl` gave RECQ1 inh -6%, SMN2 splice enh 3.2µM*, Tau ThT inhib 3.5µM*, ALDH1A1 block inconclusive, LMNA splice mod inconclusive, KDM4E inh inconclusive and KinaseGlo FLuc -26%.
CCOC(=O)c1ccc(Oc2c(C)oc3c(CN4CCN(C)CC4)c(O)ccc3c2=O)cc1 was read as RECQ1 inh 0%, L3MBTL1 inh 2%, SMN2 splice enh -6%, Tau ThT inhib -5%, ALDH1A1 block inconclusive, LMNA splice mod 2%, KDM4E inh inconclusive and KinaseGlo FLuc -6%.
Screening c1csc(-c2nnc3ccccn23)c1 returned RECQ1 inh inactive, L3MBTL1 inh 4%, SMN2 splice enh 0.0028µM*, Tau ThT inhib -8%, ALDH1A1 block inconclusive, LMNA splice mod -9%, KDM4E inh inconclusive and KinaseGlo FLuc 4%.
For NS(=O)(=O)c1ccc(NC(=S)NC2CC2)cc1 the results were RECQ1 inh 26%, L3MBTL1 inh 0%, SMN2 splice enh -21%, Tau ThT inhib 4%, ALDH1A1 block inconclusive, LMNA splice mod 27%[46 µM], KDM4E inh inconclusive and KinaseGlo FLuc 0%.
`Cc1cc2ncn(S(=O)(=O)N3CCOCC3)c2cc1C` gave RECQ1 inh -5%, L3MBTL1 inh 4%, SMN2 splice enh -7%, Tau ThT inhib 6%, ALDH1A1 block 9%, LMNA splice mod -14%, KDM4E inh 5% and KinaseGlo FLuc 0%.
CCCOc1ccc(Cl)cc1CN1CCOCC1 was read as RECQ1 inh inactive, SMN2 splice enh -13%, Tau ThT inhib -1%, ALDH1A1 block -9%, LMNA splice mod 21%, KDM4E inh inconclusive and KinaseGlo FLuc -2%.
For CCCN1C(=O)C(NC(C)=O)c2cc(OC)ccc21 (configuration not stated) the results were RECQ1 inh 0%, L3MBTL1 inh 5%, SMN2 splice enh 1%, Tau ThT inhib -15%, ALDH1A1 block inconclusive, LMNA splice mod 3%, KDM4E inh -4% and KinaseGlo FLuc -3%.
Screening Fc1ccc(Oc2ccc3nnc(C(F)(F)F)n3n2)cc1 returned RECQ1 inh -1%, L3MBTL1 inh 22%, SMN2 splice enh 0%, Tau ThT inhib -3%, ALDH1A1 block inconclusive, LMNA splice mod 14%[9.22 µM], KDM4E inh 3% and KinaseGlo FLuc -2%.
Cc1c(N=Cc2ccc(-c3ccc(Cl)cc3)o2)c(=O)n(-c2ccccc2)n1C was read as RECQ1 inh -8%, L3MBTL1 inh -7%, SMN2 splice enh -34%[inhibitor], Tau ThT inhib inconclusive, ALDH1A1 block inconclusive, LMNA splice mod 18%, KDM4E inh 3% and KinaseGlo FLuc -7%.
`O=C1OCCC1Sc1nc2ccccc2c(=O)n1-c1ccc(F)cc1` (configuration not stated) gave RECQ1 inh -8%, SMN2 splice enh 42%, Tau ThT inhib -7%, ALDH1A1 block inconclusive, KDM4E inh -5% and KinaseGlo FLuc -2%.
Screening COC(=O)COc1ccc(Oc2nc(SC)nc(N(C)C)n2)nn1 returned RECQ1 inh -8%, L3MBTL1 inh 1%, Tau ThT inhib -5%, ALDH1A1 block 2%, LMNA splice mod -5% and KDM4E inh 5%.
Screening COc1ccc(/C=N/NC(=O)c2ccc(COc3ccccc3Cl)o2)c(OC)c1C returned RECQ1 inh 0%, L3MBTL1 inh -5%, SMN2 splice enh -8%, Tau ThT inhib -6%, ALDH1A1 block -6%, LMNA splice mod -4%, KDM4E inh inconclusive and KinaseGlo FLuc 2%.
Screening O=S(=O)(N/N=C1\CC(c2ccccc2)Oc2ccccc21)c1ccccc1 (configuration not stated) returned RECQ1 inh -4%, L3MBTL1 inh inconclusive, SMN2 splice enh -11%, Tau ThT inhib -12%, ALDH1A1 block inconclusive, LMNA splice mod -4%[0.0737 µM], KDM4E inh -1% and KinaseGlo FLuc 2%.
`COc1ccccc1C(=O)N/C(=C\c1ccc2c(c1)OCO2)C(=O)NCCc1nc2ccccc2[nH]1` gave RECQ1 inh -5%, L3MBTL1 inh 2%, SMN2 splice enh -17%, Tau ThT inhib -8%, ALDH1A1 block -2%, LMNA splice mod -10%, KDM4E inh 2% and KinaseGlo FLuc 0%.
CCN(Cc1ccncc1)C(=O)C(CO)c1ccccc1 (configuration not stated) was read as RECQ1 inh -3%, SMN2 splice enh -8%&5%&3%, Tau ThT inhib -4%&-5%&-15%, ALDH1A1 block 3%&-3%&-3%, LMNA splice mod -8%&17%, KDM4E inh 5%&-3% and KinaseGlo FLuc -3%&-1%.
For CC(=O)c1nn(-c2cccc(Br)c2)cc1C(=O)c1ccco1 the results were RECQ1 inh inactive, L3MBTL1 inh -3%, SMN2 splice enh 19%, Tau ThT inhib 10%, ALDH1A1 block 13%, LMNA splice mod -15%, KDM4E inh 9% and KinaseGlo FLuc -3%.
Screening CCOC(=O)C1CCCN(c2c(NCCc3ccc(C)cc3)c(=O)c2=O)C1 (configuration not stated) returned RECQ1 inh -4%, L3MBTL1 inh 0%, Tau ThT inhib -14% and KDM4E inh 11%.
`CCOC(=O)c1[nH]ncc1[C@@H]1C[C@H]2CN(Cc3cccc(Cl)c3)C(=O)[C@]23CCCN13` gave RECQ1 inh -3%, L3MBTL1 inh 3%, Tau ThT inhib -18% and KDM4E inh -1%.
COc1ccc(N2CCN(C(=O)NCc3ccc(OC)c(Cl)c3)CC2)cc1 was read as RECQ1 inh inactive, L3MBTL1 inh -24%, SMN2 splice enh -3%, Tau ThT inhib -8%, ALDH1A1 block -2%, LMNA splice mod 2%[46 µM], KDM4E inh 1% and KinaseGlo FLuc -1%.
Screening CCN1CCN(c2nc(C)c3c(n2)CCCC3=O)CC1 returned RECQ1 inh -5%, L3MBTL1 inh -2%, SMN2 splice enh -4%, Tau ThT inhib -8%, ALDH1A1 block 9%, LMNA splice mod 3%, KDM4E inh -3% and KinaseGlo FLuc -1%.
Screening Cc1sc2c(c1C)c(=O)n(-c1cccc(C(F)(F)F)c1)c(=O)n2CC(=O)NCc1ccco1 returned RECQ1 inh 18%, SMN2 splice enh -3%, Tau ThT inhib 1%, ALDH1A1 block -3%, LMNA splice mod 7%, KDM4E inh 0% and KinaseGlo FLuc -4%.
Screening COc1ccc(Cn2c(=O)cc(N)n(-c3ccccc3C)c2=O)cc1 returned RECQ1 inh -8%, L3MBTL1 inh -1%, Tau ThT inhib -14% and KDM4E inh -3%.
`Cc1ccc(C(=O)OCC(=O)N(C)C2CCS(=O)(=O)C2)cc1[N+](=O)[O-]` (configuration not stated) gave RECQ1 inh -12%, SMN2 splice enh 2%, Tau ThT inhib -4%, ALDH1A1 block -7%, LMNA splice mod -9%[46 µM], KDM4E inh 2% and KinaseGlo FLuc -3%.
For O=C(Cn1cnc2c(nnn2Cc2ccc(F)cc2)c1=O)OCc1ccccc1 the results were RECQ1 inh -1%, L3MBTL1 inh 2%, SMN2 splice enh -2%, Tau ThT inhib 0%, ALDH1A1 block inconclusive, LMNA splice mod -3%, KDM4E inh 1% and KinaseGlo FLuc 2%.
Screening COCCCN(C(=S)Nc1c(C)cc(C)cc1C)C(C)c1ccncc1 (configuration not stated) returned RECQ1 inh -1%, L3MBTL1 inh 6%, SMN2 splice enh -4%, Tau ThT inhib -2%, ALDH1A1 block 11%, LMNA splice mod -4%, KDM4E inh 11% and KinaseGlo FLuc -2%.
`CN(C)S(=O)(=O)c1ccc(C(=O)Nc2nc3ccccc3[nH]2)cc1` gave RECQ1 inh -3%, L3MBTL1 inh 3%, SMN2 splice enh 11µM*, Tau ThT inhib 5%, ALDH1A1 block inconclusive, LMNA splice mod 9%[46 µM], KDM4E inh inconclusive and KinaseGlo FLuc -1%.
Screening CC(=O)Oc1ccc2c(=O)c(N3C(=O)c4ccccc4C3=O)c(C)oc2c1C returned RECQ1 inh inactive, L3MBTL1 inh -12%, SMN2 splice enh -3%, Tau ThT inhib inconclusive, ALDH1A1 block 3%, KDM4E inh -8% and KinaseGlo FLuc 5%.
For N#CCc1nnc2n1-c1ccccc1CCC2 the results were RECQ1 inh 14%, SMN2 splice enh inconclusive, Tau ThT inhib -6%, ALDH1A1 block -2%, LMNA splice mod 15%, KDM4E inh -1% and KinaseGlo FLuc -8%.

Fetched by structure from the list above (2):
For CC(=O)c1nn(-c2cccc(Br)c2)cc1C(=O)c1ccco1 the results were RECQ1 inh inactive, L3MBTL1 inh -3%, SMN2 splice enh 19%, Tau ThT inhib 10%, ALDH1A1 block 13%, LMNA splice mod -15%, KDM4E inh 9% and KinaseGlo FLuc -3%.
For N#CCc1nnc2n1-c1ccccc1CCC2 the results were RECQ1 inh 14%, SMN2 splice enh inconclusive, Tau ThT inhib -6%, ALDH1A1 block -2%, LMNA splice mod 15%, KDM4E inh -1% and KinaseGlo FLuc -8%.
